Epigenetic mod: derepresses silenced GFP locus in mouse C127i cells | actives 0.09% (n = 68,000) | AID 597 | Potency, µM (doses to about 46.1 µM), for inactives: top-dose GFP derepression (activation) | mouse C127i GFP locus derepression, cytometry, 30 h; further: % of control where 0% means no effect
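Read-out is the number of GFP-positive cells, scored as fluorescent objects 20 to 120 um wide, reflecting derepression of a silenced CMV-GFP reporter in murine C127i cells after 30 h compound exposure at 37 C.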
4MU fluor: 4-MU region autofluorescence; compound autofluorescence, 340/450 nm, 4-MU equivalents; stronger effect = higher value; max dye-equivalent concentration, M; actives 11% (n = 59,000); in the data active means max dye-equivalent concentration above about 10 nM; inconclusive means mostly about 1.1 nM to 9.6 nM
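Compounds in 100 mM Tris, pH 8.0, sat 15 min at room temperature before fluorescence was read at 340 nm excitation/450 nm emission; a per-plate six-point 4-MU standard curve converted signals to dye-equivalent concentration at each compound concentration.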
A350 fluor: compounds fluorescent in Alexa 350 spectral region; max dye-equivalent concentration, M; Compound autofluorescence, 340/450 nm, Alexa 350 dye-equivalents; stronger effect = higher value; actives 11% (n = 59,000); in the data active means max dye-equivalent concentration above about 10 nM; inconclusive means mostly about 1.1 nM to 9.6 nM
BRCT inh red: inhibitors of human BRCA1 BRCT-phosphoprotein interaction (red fluorophore) | P38398 | BRCT-phosphopeptide binding, red fluorescence polarization | Potency, µM (highest dose often 76.9 µM), inactives show at the highest dose activity change, negative = inhibition, most hits filed as inhibitors | actives 0.03% (n = 75,000) | AID 892; further: on the % scale 0 is the no-effect control and ±100 the full control effect
Target sequence (P38398 whole entry, looked up): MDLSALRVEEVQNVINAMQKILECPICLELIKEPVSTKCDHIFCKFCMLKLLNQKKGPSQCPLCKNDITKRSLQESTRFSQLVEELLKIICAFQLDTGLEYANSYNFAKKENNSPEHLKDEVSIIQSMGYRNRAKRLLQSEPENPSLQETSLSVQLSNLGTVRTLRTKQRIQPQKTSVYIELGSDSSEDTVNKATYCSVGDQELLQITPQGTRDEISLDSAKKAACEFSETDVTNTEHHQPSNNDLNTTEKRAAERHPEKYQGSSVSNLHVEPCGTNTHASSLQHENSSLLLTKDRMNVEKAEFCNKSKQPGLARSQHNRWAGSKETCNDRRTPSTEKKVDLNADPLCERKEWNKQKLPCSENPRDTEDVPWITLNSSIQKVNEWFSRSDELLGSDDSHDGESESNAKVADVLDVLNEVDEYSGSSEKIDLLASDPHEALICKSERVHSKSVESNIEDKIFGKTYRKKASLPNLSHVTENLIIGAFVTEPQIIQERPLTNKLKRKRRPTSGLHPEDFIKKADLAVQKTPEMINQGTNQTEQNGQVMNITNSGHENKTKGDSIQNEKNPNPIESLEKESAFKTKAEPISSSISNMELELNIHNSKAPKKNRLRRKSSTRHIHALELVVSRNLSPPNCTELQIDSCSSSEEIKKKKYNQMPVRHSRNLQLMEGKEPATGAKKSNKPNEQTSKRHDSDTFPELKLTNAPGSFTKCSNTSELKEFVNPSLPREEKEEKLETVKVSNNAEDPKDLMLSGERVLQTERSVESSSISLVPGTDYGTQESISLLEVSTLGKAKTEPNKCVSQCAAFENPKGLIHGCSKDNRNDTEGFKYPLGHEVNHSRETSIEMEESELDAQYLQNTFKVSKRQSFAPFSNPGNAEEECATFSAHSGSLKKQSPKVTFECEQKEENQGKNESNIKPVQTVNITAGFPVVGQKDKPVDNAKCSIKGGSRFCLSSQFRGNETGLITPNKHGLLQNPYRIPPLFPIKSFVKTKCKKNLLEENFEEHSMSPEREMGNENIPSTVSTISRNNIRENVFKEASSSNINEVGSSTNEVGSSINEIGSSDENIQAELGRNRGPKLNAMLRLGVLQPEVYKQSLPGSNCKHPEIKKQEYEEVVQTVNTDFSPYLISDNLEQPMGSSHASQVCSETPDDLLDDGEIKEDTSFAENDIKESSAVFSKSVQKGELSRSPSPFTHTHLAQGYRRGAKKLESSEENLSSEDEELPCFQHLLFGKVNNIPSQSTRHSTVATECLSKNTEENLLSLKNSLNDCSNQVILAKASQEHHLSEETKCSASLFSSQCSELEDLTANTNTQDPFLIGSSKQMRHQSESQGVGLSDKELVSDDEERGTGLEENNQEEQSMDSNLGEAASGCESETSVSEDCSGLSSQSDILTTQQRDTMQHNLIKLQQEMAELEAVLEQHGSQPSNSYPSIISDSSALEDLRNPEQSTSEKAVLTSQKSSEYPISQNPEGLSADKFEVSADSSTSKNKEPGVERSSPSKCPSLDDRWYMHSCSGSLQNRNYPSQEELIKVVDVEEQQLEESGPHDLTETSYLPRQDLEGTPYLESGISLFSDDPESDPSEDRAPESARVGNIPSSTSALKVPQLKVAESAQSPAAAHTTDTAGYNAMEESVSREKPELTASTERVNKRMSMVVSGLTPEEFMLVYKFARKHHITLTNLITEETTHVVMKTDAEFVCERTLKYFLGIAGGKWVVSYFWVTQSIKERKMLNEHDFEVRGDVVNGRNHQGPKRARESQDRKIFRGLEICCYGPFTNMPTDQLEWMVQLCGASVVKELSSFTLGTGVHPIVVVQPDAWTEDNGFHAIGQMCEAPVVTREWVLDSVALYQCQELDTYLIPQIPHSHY
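Rhodamine-labelled pBACH1 10-mer (100 nM) bound to BRCT domain (100 nM) at pH 7.3; compounds incubated 12 min room temperature, polarization read. Free peptide defines full inhibition; unlabelled decapeptide titrated as control.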
CRE-bla Fsk: modulators of forskolin-stimulated CRE signaling in CHO cells; CHO CRE-bla reporter (cAMP response element driving beta-lactamase), forskolin EC10, beta-lactamase ratio; Potency, µM (doses to about 38.2 µM), without a hit: top-dose activity change, negative = inhibition, most hits filed as activators; actives 2.5% (n = 71,000); AID 662; active means well fitted activation curve with a large enough effect in the signal ratio, with a control signal flat, not every such curve was filed as active; inconclusive means small, poorly fitted or top-dose-only effect, or effect the other way, or a change in a side signal; the % refers to the signal ratio; further: potency means the concentration at half of the fitted maximal effect; % of control where 0% means no effect
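Modulation of forskolin signalling: compounds in titration series added with EC10 NKH 477 to CHO cells carrying a CRE-driven beta-lactamase reporter, 3 h, 37C. CCF4 FRET ratio (460/530 nm, ex 405 nm) gives %activity and AC50.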
Ub-GFP proteasome: proteasome inhibitors stabilizing ubiquitin-GFP reporter; Potency, µM (series often up to 45.9 µM), inactives show at the highest dose activation (GFP accumulation), actives largely listed as activators; 67,000 tested, under 10 active; Ubiquitin-GFP reporter cells, proteasome inhibition, GFP fluorescence; response scale: untreated = 0%, 10 µM MG-132 = 100%; active means well fitted activation curve with a large enough effect, not every such curve was filed as active; inconclusive means small, poorly fitted or top-dose-only effect, or another doubt; inactive means no such curve, though single readings can be large or run the other way; further: potency means the concentration at half of the fitted maximal effect
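Proteasome blockade was scored as a rise in GFP-expressing U2OS cells carrying a ubiquitin(G76V)-GFP construct, imaged after 4 hr compound treatment at 37 °C across a 46 uM–2.9 nM series.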
15-hLO inh: inhibitors of human 15-lipoxygenase (ALOX15). purified 15hLO-1, xylenol orange hydroperoxide absorbance. AID 887. P16050. Potency, µM (highest dose often 57.1 µM), for the others: top-dose activity change, negative = inhibition, hits mostly inhibitors. actives 1.4% (n = 74,000); further: potency means the concentration at half of the fitted maximal effect; on the % scale 0 is the no-effect control and ±100 the full control effect; nearly all actives have a fitted effect of over 55% in size
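Readout: Fe(III)-xylenol orange absorbance, 573-to-405 nm ratio as reaction progress. Enzyme 40 nM purified human 15hLO-1, substrate 50 uM arachidonic acid, 6 min RT after 15 min compound preincubation; Hepes pH 7.5 buffer with Triton X-100.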
Pol III holo inh: inhibitors of bacterial DNA polymerase III holoenzyme; reconstituted DNA polymerase III holoenzyme replication, biochemical; Potency, µM (top dose mostly 57.1 µM), inactives show at the highest dose activity change, negative = inhibition; actives 0.25% (n = 71,000); further: potency means the concentration at half of the fitted maximal effect; on the % scale 0 is the no-effect control and ±100 the full control effect
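Reconstituted *E. coli* holoenzyme (0.35 nM Pol III, 1 nM beta, 154 nM SSB, 2 nM primase) was preincubated with compound for 15 min at RT. Synthesis on 1.4 nM ssM13Gori ran 35 min, then was stopped with PicoGreen/EDTA and read as dsDNA fluorescence.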
BRCT inh green: blocks human BRCA1 BRCT binding to phosphopeptide, green readout; P38398; BRCA1 BRCT-phosphopeptide binding, green fluorescence polarization; Potency, µM (titrated, usually from 76.9 µM), inactives show at the highest dose activity change, negative = inhibition, usual class: inhibitors; actives 0.05% (n = 75,000); AID 875;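 further: potency means the concentration at half of the fitted maximal effect; plate controls were peptide without protein for full effect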
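Fluorescence polarization: His-tagged BRCT (~35 kDa BRCA1 C-terminus, 250 nM) bound to 100 nM fluorescein-labeled phosphorylated 10-aa BACH1 peptide, pH 7.3 phosphate buffer with DTT and Tween 20. Compounds incubated 12 min at room temperature; inhibition read as lowered polarization.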
Hsp90 Hop PPI: changes Hsp90-Hop TPR2A binding signal, up or down; AlphaScreen TPR2A-His6 binding biotin-Hsp90 C-terminal peptide; Potency, µM (titrated, usually from 57 µM), for the others: top-dose activity change, negative = inhibition; actives 0.44% (n = 71,000); AID 595; active means well fitted curve in either direction with a large enough effect; inconclusive means small, poorly fitted or top-dose-only effect, or another doubt; further: potency means the concentration at half of the fitted maximal effect; on the % scale 0 is the no-effect control and ±100 the full control effect; many of its hits are not listed in these tables
HBB splicing: alters splicing of the hemoglobin beta chain | HBB splicing reporter cell assay, activation; EGFP reporter with mutant IVS2-654 intron; response scale: normalised to 500 nM splice-correcting PNA | Potency, µM (top dose mostly 46.1 µM), for the others: at the top dose activation, actives largely listed as activators | actives 0.06% (n = 65,000) | AID 925; further: potency means the concentration at half of the fitted maximal effect; 0% is about no effect
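Compounds were applied for 2 days to HeLa EGFP-654 cells, 500/well in Optimem with 2% FCS. The reporter's EGFP is disrupted by mis-splicing of beta-globin intron IVS2-654. Readout: summed well GFP fluorescence from 488 nm laser scanning; reference was 500 nM antisense […] 654 PNA.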
* hit, by the source's call; i = inactive; ? = inconclusive; · = no result given; [ ] = another dose, or the depositor's remark. Unless noted, the call rests on the fitted dose curve; in most records, active means well fitted curve in the direction sought with a large enough effect; inconclusive means small, poorly fitted or top-dose-only effect, or another doubt; inactive means no such curve, though single readings can be large; an effect the other way counts as inactive or inconclusive.

SMILES	Epigenetic mod	4MU fluor	A350 fluor	BRCT inh red	CRE-bla Fsk	Ub-GFP proteasome	15-hLO inh	Pol III holo inh	BRCT inh green	Hsp90 Hop PPI	HBB splicing
CCOC(=O)C1CCN(C(c2ccc(OC)c(OC)c2)c2sc3nc(C)nn3c2O)CC1 (configuration not stated)	·	·	·	-0.7%	?	6%	-2%	-4%	-2.2%	-3%	-0.2%
COC(=O)c1ccc(C2c3c(oc4ccc(F)cc4c3=O)C(=O)N2CCO)cc1 (configuration not stated)	-3%	1.4e-08M*	1.1e-08M*	0.0%	20%	-9%	7%	2%	-2.0%	-2%	2.6%
Cc1cc(C(=O)NCc2cccs2)c(C)o1	3%	i	i	-0.5%	?	-1%	-23%	-4%	0.7%	-7%	0.2%
Cc1cc(NC(=O)CSc2nnc(C)c(=O)[nH]2)no1	0%	·	·	-1.0%	-6%	1%	4%	-2%	0.1%	-1%	0.0%
COC(=O)c1cccc(C(=O)Nc2ccc(C)cc2Br)n1	-2%	i	i	-2.9%	?	3%	-17%	-3%	-0.2%	14%	-1.1%
CCn1c(=N)c(C(=O)NCc2cccnc2)cc2c(=O)n3cccc(C)c3nc21	-5%	9.3e-06M*	7.6e-06M*	1.5%	?	2%	3%	-10%	-2.2%	-9%	·
Cc1c(-c2ccccc2)oc2cc(O)ccc2c1=O	-2%[9.22 µM]	i	i	-1.3%	6%	1%	-4%[25.6 µM]	-2%	0.4%	0%	·
COc1ccc(C(=O)Oc2cccnc2)cc1OC	0%	i	i	0.8%	23%	5%	-28%	-6%	-1.4%	-2%	-0.8%
COc1ccc(CN2CCN(c3ncccn3)CC2)c(OC)c1	-2%	·	·	0.0%	?	15%[9.17 µM]	-10%[11.4 µM]	1%[11.4 µM]	-3.9%	6%[11 µM]	-0.4%[0.0738 µM]
CCCC(=O)N(c1ccc(F)cc1)C1C=CS(=O)(=O)C1 (configuration not stated)	0%	i	i	0.1%	-1%	2%	3%	5%	-1.2%	-1%	-0.9%
Cc1cc(=O)[nH]c(S/C=C/c2ccccc2)n1	3%	i	?	-1.0%	?	10%	8%	2%	-1.9%	-2%	0.3%
O=S(=O)(NCc1csc(-c2cccnc2)n1)c1ccc2c(c1)OCCO2	0%	i	i	-0.3%	-8%	0%	2%	1%	1.2%	-3%	-0.4%
Cc1cnc(NC(=O)CSc2nnc(COc3c(C)cccc3C)o2)s1	-4%	·	·	1.1%	-5%	3%	32%[activator]	0%	0.0%	-3%	-0.2%
O=C(CCCc1ccccc1)NCCN1CCOCC1	0%	·	·	1.3%	-2%	6%	7%	5%	-0.5%	1%	-3.8%
CSc1ncnc2c1ncn2CC(=O)[C@H]1CC[C@H]2[C@H]3CCC4=CC(=O)CC[C@@]4(C)[C@@H]3CC[C@@]12C	-3%[9.22 µM]	?	?	0.1%[15.4 µM]	?	-6%[9.17 µM]	-17%[11.4 µM]	5%[11.4 µM]	-1.1%[15.4 µM]	-4%[11 µM]	-0.8%[9.22 µM]
O=C(CC(c1ccccc1)c1cc(Br)ccc1O)NCc1ccco1 (configuration not stated)	2%	i	i	-3.7%	?	12%	-23%	-2%	-3.1%	-4%	-0.1%
COC(=O)c1ccc(NC(=O)CSc2nnc(COc3ccccc3)n2C)cc1	3%	i	i	-1.0%	-7%	-4%	4%	-6%	-1.2%	-4%	0.0%
O=C(c1cc2ccccn2n1)N1CCCC1	-3%	·	·	0.3%	-6%	-3%	16%	0%	-0.2%	-1%	0.4%
O=C(NCC1CCCO1)NC1(C(F)(F)F)Oc2ccccc2O1 (configuration not stated)	-3%	?	?	-0.1%	?	-7%	6%	-4%	-0.6%	0%	-2.0%
CCCn1c(SCC(=O)Nc2sc(C)c(C)c2C(=O)OCC)nc2c1c(=O)n(C)c(=O)n2C	-1%	i	i	-0.2%	?	1%	1%	-3%	-0.8%	0%	-1.0%
COc1ccccc1-c1nc(N2CCOCC2)c2ccccc2n1	5%[9.22 µM]	i	i	0.2%	15%	5%	8%	-6%	-2.1%	-5%	1.7%
Cn1ccnc1SCC(=O)c1ccc(Br)cc1	2%	i	i	0.7%	-5%	3%	-5%	0%	1.4%	-5%	0.3%
COc1ccc(Cl)c(Cn2c(NCCCO)nc3c2c(=O)n(C)c(=O)n3C)c1	0%	i	i	0.6%	?	0%	5%	-3%	-2.5%	-7%	-1.6%[57.5 µM]
CCOC(=O)N1CCN(c2c(N3CC=C(c4ccccc4)CC3)c(=O)c2=O)CC1	·	·	·	0.3%	2%	-5%	-8%	-1%	-1.3%	-3%[2.3 µM]	-0.6%
CC(C)NC(=O)Cn1c(SCC(=O)N2c3ccccc3CC2C)nc2ccccc21 (configuration not stated)	4%	i	i	1.7%	-7%	-5%	-1%	-3%	0.6%	2%	·
COc1cc(CCC(=O)N2CCN(c3ccc(N4CCOCC4)nn3)CC2)cc(OC)c1OC	-2%	·	·	-0.4%	10%	9%	5%	-4%	2.4%	-5%	0.5%
COc1ccc(-c2cc(C(=O)Nc3cnn(Cc4ccccc4C)c3)no2)cc1OC	1%	i	i	0.2%	4%	12%	-11%	1%	0.4%	?	-0.3%
CC(=O)N(O)CCCCCNC(=O)CCC(=O)N(O)CCCCCNC(=O)CCC(=O)N(O)CCCCCN	2%[20.6 µM]	i	i	0.0%	-1%[17.1 µM]	13%[20.5 µM]	-4%	-1%[25.6 µM]	0.3%[3.08 µM]	-1%[26 µM]	0.7%[20.6 µM]
O=C(O)c1ccccc1/C=N\N=C1c2ccccc2-c2ccccc21	-3%[9.22 µM]	i	i	0.6%[15.4 µM]	3%[7.6 µM]	6%[9.17 µM]	5%[11.4 µM]	-10%[11.4 µM]	0.6%[15.4 µM]	-7%[11 µM]	0.2%[9.22 µM]
CC1(C)C(=O)C(c2ccccc2)=C2CN3C(=O)N(CCc4ccccc4)C(=O)C3(Cc3ccc(C(F)(F)F)cc3)C=C21 (configuration not stated)	·	·	·	-0.6%	-12%	·	·	-13%	0.5%	-5%	-0.3%

Of the compounds above, these contain an NH in an aromatic ring.
SMILES	Epigenetic mod	4MU fluor	A350 fluor	BRCT inh red	CRE-bla Fsk	Ub-GFP proteasome	15-hLO inh	Pol III holo inh	BRCT inh green	Hsp90 Hop PPI	HBB splicing
Cc1cc(NC(=O)CSc2nnc(C)c(=O)[nH]2)no1	0%	·	·	-1.0%	-6%	1%	4%	-2%	0.1%	-1%	0.0%
Cc1cc(=O)[nH]c(S/C=C/c2ccccc2)n1	3%	i	?	-1.0%	?	10%	8%	2%	-1.9%	-2%	0.3%

(further entries)
SMILES	Epigenetic mod	4MU fluor	A350 fluor	BRCT inh red	CRE-bla Fsk	Ub-GFP proteasome	15-hLO inh	Pol III holo inh	BRCT inh green	Hsp90 Hop PPI	HBB splicing
C=CCn1c(SCC(=O)Nc2ccccc2OC)nnc1-c1ccco1	-2%	i	i	0.5%	17%	0%	-2%	-12%	1.8%	-2%	5.5%[0.369 µM]
O=C(Nc1ccccc1Cl)c1cc(S(=O)(=O)N2CCCC(C(=O)O)C2)ccc1F (configuration not stated)	4%	i	i	-0.7%	?	3%	13%	-8%	-0.7%	1%	0.8%[57.5 µM]
CCOC(=O)C(Cc1ccccc1)NC(=O)CNC(C)=O (configuration not stated)	0%	i	i	-1.9%	4%	0%	1%	-2%	-1.6%	1%	·
N#CC1=C(SCC(=O)c2cc3ccccc3oc2=O)NC(=O)C(C#N)C12CCCC2 (configuration not stated)	3%	i	?	-1.0%	-30%	3%	?	-3%	91%[activator]	-5%	?
COc1ccccc1NC(=O)Nc1ccnn1Cc1cccs1	-1%	i	i	0.9%	-7%	-3%	6%	-2%	0.2%	1%	1.5%
Cc1noc(C)c1S(=O)(=O)N1CCCC(C(=O)Nc2cccnc2)C1 (configuration not stated)	2%	i	i	1.9%	1%	-6%	6%	-1%	-0.9%	-6%	0.3%
CCCCCn1c(CN2CCCCC2C)nc2c1c(=O)n(C)c(=O)n2C (configuration not stated)	-1%	i	i	-1.6%	?	19%	7%	-9%	-3.2%	-9%	-2.1%
CN(C)S(=O)(=O)c1cccc(-c2nnc(SCc3ccc4c(c3)OCCO4)o2)c1	-1%	i	i	-0.4%	?	-2%	4%	0%	-0.1%	3%	0.0%[57.5 µM]
Cc1onc(-c2ccccc2Cl)c1C(=O)N1CCCCC1C(=O)O (configuration not stated)	·	·	·	-0.4%	2%	-2%	3%	3%	1.0%	-1%	-0.1%
C=CCN1CC(c2nc3ccccc3n2CCOc2ccccc2)CC1=O (configuration not stated)	-3%	?	1.2e-08M*	-0.8%	?	0%	-2%	-2%	0.8%	-2%	0.7%[57.5 µM]

From PubChem
